High-throughput results as filed in PubChem.
NOD2 RIPK2 PPI: NOD2-RIPK2 protein interaction inhibition | O43353 | actives 0.38% (n = 360,000) | AID 624267 | inhibition, % at 4.98 µM | CHO BLA complementation NOD2-RIPK2, CCF4 ratio; in the data active = inhibition above about 21%;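 note: 0% = vehicle only and 100% = reference blocker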
Target sequence (O43353 whole entry, looked up): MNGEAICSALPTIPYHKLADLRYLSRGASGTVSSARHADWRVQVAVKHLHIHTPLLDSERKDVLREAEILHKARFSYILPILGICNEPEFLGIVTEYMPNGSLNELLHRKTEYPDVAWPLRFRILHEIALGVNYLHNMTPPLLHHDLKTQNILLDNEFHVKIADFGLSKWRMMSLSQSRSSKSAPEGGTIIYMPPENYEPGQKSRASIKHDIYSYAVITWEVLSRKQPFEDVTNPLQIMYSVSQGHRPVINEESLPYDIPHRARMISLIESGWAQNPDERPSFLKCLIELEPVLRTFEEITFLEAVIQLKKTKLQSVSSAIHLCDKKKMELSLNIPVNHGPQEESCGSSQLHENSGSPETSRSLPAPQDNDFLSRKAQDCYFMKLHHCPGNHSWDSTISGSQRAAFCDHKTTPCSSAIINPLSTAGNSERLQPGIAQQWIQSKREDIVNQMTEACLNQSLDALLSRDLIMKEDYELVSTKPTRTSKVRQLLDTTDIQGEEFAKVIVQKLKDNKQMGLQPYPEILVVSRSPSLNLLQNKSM
ABCB6 inh 2: blocks the human ABCB6 transporter | Q9NP58 | K562-ABCB6 porphyrin accumulation, flow cytometry, 1 h; active compounds read low | fluorescence ratio to DMSO, % at 10 µM | actives 0.19% (n = 360,000);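 active = fluorescence ratio to DMSO below 75%, the collection mean minus 3 SD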;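 note: signal is porphyrin accumulated inside mitochondria; 100% equals median channel fluorescence of DMSO control wells; lower ratio means ABCB6 inhibition with less porphyrin fluorescence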
Exocytosis inh: blocks lytic granule exocytosis; AID 651702; inhibition, % at 10 µM; TALL-104 LAMP-1 surface exposure, flow cytometry; cells stimulated with thapsigargin and PMA; actives 0.66% (n = 360,000);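 active = inhibition above about 55%, limit read from the data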
TLR9-MyD88 block: blocks human TLR9 binding to MyD88. inhibition, % at 4.98 µM. actives 0.21% (n = 340,000). CHO BLA complementation TLR9-MyD88, CCF4 FRET ratio. Q9NR96+Q99836;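 active = inhibition above the mean over all tested compounds plus 3 SD, cut at about 21% in these data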;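 note: 0% = DMSO only wells and 100% = clavulanate BLA inhibitor control wells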
Glyco luc inh: blocks N-linked glycosylation in D54 reporter cells | D54 ERlucT glycosylation luciferase reporter, 24 h; percent of 100 nM tunicamycin response | reporter increase, % at 12.5 µM | actives 0.23% (n = 360,000) | AID 588692;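 active = mean luciferase reporter signal, scaled so untreated is 0 and the glycosylation-blocking control 100, at or above a set limit in every replicate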;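 note: luciferase carries N-glycosylation sites so blocking glycosylation raises the light; 0% = median of neutral control wells and 100% = median of 100 nM tunicamycin wells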
MC4R antag cAMP: antagonists of human melanocortin 4 receptor (MC4R); P32245; MC4R-expressing cells, MTII-stimulated cAMP, LANCE TR-FRET; inhibition, % at 6.5 µM; actives 0.48% (n = 360,000);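 active = inhibition above its plate's cutoff, the mean of tested wells on that plate plus 3 SD, cut at about 29% in these data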;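 note: 0% = Melanotan II alone and 100% = Melanotan II plus saturating MCL0020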
Target sequence (P32245 whole entry, looked up): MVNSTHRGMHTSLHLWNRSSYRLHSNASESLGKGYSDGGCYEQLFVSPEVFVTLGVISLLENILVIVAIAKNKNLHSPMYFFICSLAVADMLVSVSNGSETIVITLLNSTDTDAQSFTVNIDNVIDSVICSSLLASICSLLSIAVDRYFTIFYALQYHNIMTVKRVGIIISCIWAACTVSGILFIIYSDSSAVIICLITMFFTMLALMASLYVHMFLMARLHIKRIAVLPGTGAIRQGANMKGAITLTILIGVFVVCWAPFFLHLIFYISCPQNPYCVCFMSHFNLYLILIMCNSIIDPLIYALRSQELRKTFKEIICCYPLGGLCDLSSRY
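System: U2OS-MC4R stable cell line; Technique: Eu-cAMP/anti-cAMP TR-FRET, emission 671 nm; Repeats: single well per compound; Also added: Melanotan II; Dosing: one concentration, 6.5 µM nominal; Schedule: 30-min compound, 1-h challenge, 1-h detection, room temperature.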
aDG glyco act: alpha-DG glycosylation activation; AID 624168; actives 0.22% (n = 360,000); Pro5-aDG cells, alpha-DG glycosylation AlphaScreen (IIH6); 0% Pro5, 100% B10-LARGE cell signal; activation, % at 10 µM;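 active = activation of at least 8% versus controls, or a plate z-score of at least 8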;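 note: Pro5 are CHO cells carrying HIG-tagged alpha-DG that lacks glycosylation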
Vif imaging: HIV Vif inhibition | HEK293T cells, Vif self-association by quenched fluorescence, imaging, 24 h | inhibition, % at 7.49 µM | actives 0.35% (n = 340,000) | AID 602346; in the data active = inhibition above about 50%, passing the limit was not always enough; note: some results filed as inactive read as strong as hits
ABHD5 PLIN5 PPI: blocks binding of human ABHD5 to perilipin-5. inhibition, % at 4 µM. actives 0.78% (n = 360,000). Q00G26+Q8WTS1. Split G. princeps luciferase complementation, luminescence, 4 h. AID 602281;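 active = inhibition above the mean inhibition across every tested compound plus 3 SD, cut at about 22% in these data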;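 note: 0% = DMSO only wells and the 100% control is not disclosed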
MC4R ag barr: agonists of human melanocortin 4 receptor (MC4R) beta-arrestin | U2OS MC4R beta-arrestin complementation, luminescence; percent of melanotan II response, DMSO zero | activation, % at 8.9 µM | actives 0.98% (n = 360,000) | AID 540308;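 active = activation above a per-plate cutoff, the mean activation of sample wells on that plate plus 3 SD, cut at about 8% in these data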
Numbers without * were called inactive; . = no result given.

SMILES	NOD2 RIPK2 PPI	ABCB6 inh 2	Exocytosis inh	TLR9-MyD88 block	Glyco luc inh	MC4R antag cAMP	aDG glyco act	Vif imaging	ABHD5 PLIN5 PPI	MC4R ag barr
COc1ccccc1N1CCN(C(=O)c2ccc(-c3ccc(Cl)cc3)o2)CC1	11	98	8	4	10	-21	-0.5	-4	8	-5.2
CC(C)(C)c1ccc(-n2ncc3c2CCCC3NC(=O)CN2CCCCC2=O)cc1 (configuration not stated)	6	98	-4	5	-2	4	0.4	-7	3	-2.0
O=CN1CCCN(C(=O)CC2C(=O)NCCN2Cc2cccc(Oc3ccccc3)c2)CC1 (configuration not stated)	3	98	-2	-2	-2	3	-0.1	11	8	-2.5
CCCCCCCC1(C)NC(=O)N(CC(=O)Nc2cc(C)on2)C1=O (configuration not stated)	-3	93	-2	-3	3	-5	-0.2	-6	0	-1.6
CCN(CC(=O)Nc1ccc2c(c1)OCCO2)c1nc(-c2cccnc2)nc2ccccc12	-4	99	3	2	-1	2	0.0	-10	2	-3.4
CCOC(=O)c1sc2nccc(OC)c2c1N=CN(C)C	13	99	-2	7	0	0	0.0	4	-4	-1.8
O=C1CCN(S(=O)(=O)c2cccs2)c2ccc(C(F)(F)F)cc2N1	-7	99	-5	-5	0	4	0.2	2	-4	-1.6
O=S(=O)(/C=C/c1ccccc1)Nc1ccc(N2CCOCC2)cc1	2	107	-2	-12	0	4	2.7	4	2	-1.3
O=C(OCC(=O)c1ccc[nH]1)C1=COCCO1	-10	99	-3	11	2	9	0.3	5	-9	1.7
Cc1ccc(S(=O)(=O)N2CCCCC2)cc1NC(=O)COC(=O)Cc1c(F)cccc1Cl	-9	93	1	11	0	6	0.3	0	4	1.2
O=C(OC1CCOC1=O)c1cncc(Br)c1 (configuration not stated)	-9	84	3	-2	2	2	0.0	7	-1	-0.8
Cc1ccc(NC(=O)C(C)Sc2nnc(C)n2CC2CCCO2)cc1 (configuration not stated)	6	97	-3	4	1	11	0.0	0	-6	-1.7
CC1(C)CC(=O)C2=C(C1)OC1=C(C(=O)CC(C)(C)C1)C2c1ccc(O)c([N+](=O)[O-])c1	0	100	0	1	-1	5	0.3	-7	0	-2.3
C/C(=N\NC(=O)Cn1ccc(C(F)(F)F)n1)c1ccc2c(c1)OCO2	0	98	-1	3	4	10	0.4	6	-7	-2.5
COc1ccccc1NC(=O)C(=O)NCCCN1CCCC1=O	-11	100	-2	-7	1	10	-0.2	-2	1	-1.4
COC(=O)C1=C(C)N(Cc2ccccc2)C(=NCc2ccccc2)N[C@H]1c1cccc(F)c1	15	101	10	-8	-1	11	0.9	-10	20	9.6*
CCOC(=O)c1sc(NC(=O)C2CC(=O)N(c3ccc4c(c3)OCCO4)C2)nc1C (configuration not stated)	1	104	-13	-20	-2	1	-0.1	-2	-2	-2.2
COCCN(C(=S)Nc1ccccc1C)C(C)c1cccs1 (configuration not stated)	-9	98	-3	-5	1	13	0.0	4	-4	-0.3
C=CCn1c(SCc2ccccc2F)nc2cc(C(=O)O)ccc2c1=O	4	99	-10	-3	-4	9	0.5	11	-15	-1.9
Cc1ccc(NC(=O)CCNS(=O)(=O)c2ccccc2F)cc1S(=O)(=O)N1CCOCC1	-3	103	25	-2	1	1	-0.2	-6	12	-1.1
C[C@H](N)c1nnc(SCC(=O)N(C)C)o1	-10	98	1	-9	5	1	0.0	3	-2	-2.0
Cc1ccccc1CCNC(=O)C1CCCN(c2cnccn2)C1 (configuration not stated)	-3	101	0	1	3	-2	0.2	-1	2	-0.9
CCOC(=O)N1CCN(c2cc(NCCC(=O)O)c3c4c(onc24)-c2ccccc2C3=O)CC1	-7	97	0	1	-2	-20	-0.7	.	-3	-5.1
Cc1ccccc1-c1ccc(Nc2ccc(N3CCOCC3)cc2)nn1	1	111	3	4	0	6	-0.4	-9	1	-1.8
CN(C)CCNC(=O)c1csc(Nc2cccc3ccccc23)n1	-2	95	5	-5	-5	4	0.0	-5	-2	-1.5

(list continues)
SMILES	NOD2 RIPK2 PPI	ABCB6 inh 2	Exocytosis inh	TLR9-MyD88 block	Glyco luc inh	MC4R antag cAMP	aDG glyco act	Vif imaging	ABHD5 PLIN5 PPI	MC4R ag barr
CCCCC(CC)C(=O)NCCCN1CCN(CCCNC(=O)C(CC)CCCC)CC1 (configuration not stated)	-3	90	-1	-3	2	4	0.2	4	-2	-1.3
CCc1nnc(NC(=O)CCc2ccccc2OC)s1	-5	95	-9	-2	4	7	-0.1	-2	5	-0.5
Cc1c(C(=O)NC(C)c2ccccc2)c(-c2ccccc2)nn1-c1ccccc1 (configuration not stated)	6	89	2	5	-5	-1	0.4	-5	7	-0.7
CCOc1ccc(-n2cc(C(=O)Nc3cccc(OC)c3)c3cc(OC)c(OC)cc3c2=O)cc1	13	89	3	2	-3	7	-0.1	11	-5	-0.6
COc1cc(Br)cc(/C=C/c2ccc3cccc(O)c3n2)c1O	-1	97	-6	-8	18	-4	0.1	10	-13	-1.8
CCCc1[nH]n(-c2nc3ccccc3s2)c(=O)c1C=NCCCOC	-2	89	-2	-14	0	14	0.1	-9	-1	1.3
CC(C)NC(=O)CCCn1c(=S)[nH]c2cc3c(cc2c1=O)OCO3	-7	98	-1	-3	4	-1	-0.2	-21	-6	-1.8
CC1CC2=C(NC(=S)NC2c2ccccc2F)/C(=C/c2ccccc2F)C1 (configuration not stated)	7	78	8	0	-1	7	0.2	-6	-3	4.5
Cc1cc(NS(=O)(=O)c2ccc(NC(=O)CCCOc3ccc(Cl)cc3)cc2)no1	-8	98	-12	-8	0	0	-0.3	6	2	-0.8
Cc1ccc(NC(=O)CN(c2ccccc2)S(=O)(=O)N(C)C)cc1	-7	100	0	0	-1	9	0.0	2	6	-1.3
Cc1cccc(-n2c(O)c(C=NCc3ccccn3)c3ccccc3c2=O)c1	-5	96	-10	1	2	14	0.0	-8	3	-1.8
COc1nc(OC)nc(N2CCC(C(=O)NC3CC3)CC2)n1	-7	96	4	-3	0	4	-0.2	7	0	-3.6
C[C@H](NCc1c[nH]c2ccccc12)c1ccccc1	1	96	25	-3	-4	0	0.0	0	0	0.1
CCc1cccc2c(C(=O)CSc3nnc(-c4ccncc4)n3C)c[nH]c12	-11	103	-2	-8	9	18	-0.5	3	6	-2.7
CCO[C@@H]1OC(C(=O)N2CCN(Cc3ccccc3)CC2)=C[C@H](c2cn(C(C)=O)c3ccccc23)[C@H]1CCCO	0	98	2	-4	1	8	-0.2	-3	-4	0.2
COc1cc(N/C(=N/S(=O)(=O)c2ccccc2)c2ccccc2)ncn1	-2	96	0	2	-1	4	-0.1	11	-5	0.0
CC1CCc2c(C(=O)NCc3cccnc3)csc2C1 (configuration not stated)	-1	104	9	-5	2	10	-0.1	-5	8	6.5
O=C(Nc1ccc(S(=O)(=O)Nc2ncccn2)cc1)C12CC3CC(CC(C3)C1)C2	9	98	-11	-3	3	5	0.0	.	5	-1.9
CNc1cccc(-c2ccc(N3CCN(C)CC3)nc2)n1	-2	99	-3	.	-3	0	0.1	9	-3	-0.2
Cc1ccc(S(=O)(=O)N(C)CC(=O)O/N=C(\N)c2ccc([N+](=O)[O-])cc2)cc1	6	97	0	5	7	5	-0.2	-13	3	-2.0
Cc1onc(-c2ccccc2Cl)c1C(=O)NCc1ccccc1	-13	98	-5	7	1	6	0.2	16	2	-0.5
COc1ccc(NC(=O)C2=CC(c3ccc(C)cc3)=NS(=O)(=O)N2C)cc1OC	5	97	-1	3	1	0	-0.1	.	0	-0.8
COCCCn1c(=O)/c(=C/c2ccccc2OC(C)C)s/c1=C(\C#N)C(=O)Nc1ccc(C(=O)O)cc1	-5	111	1	1	0	13	-0.4	8	-7	-1.1
CCOC(=O)NC(=O)c1cn(N(C)c2ncc(C(F)(F)F)cc2Cl)c(=O)[nH]c1=O	-3	103	2	-3	1	23	0.6	1	0	0.9
Cc1cccc(N(C)c2ncnc3onc(-c4ccc(F)cc4)c23)c1C	-11	92	10	-3	-6	0	-0.3	1	-6	0.1

Among those listed so far, 3 have two or more sulfur atoms:
SMILES	NOD2 RIPK2 PPI	ABCB6 inh 2	Exocytosis inh	TLR9-MyD88 block	Glyco luc inh	MC4R antag cAMP	aDG glyco act	Vif imaging	ABHD5 PLIN5 PPI	MC4R ag barr
O=C1CCN(S(=O)(=O)c2cccs2)c2ccc(C(F)(F)F)cc2N1	-7	99	-5	-5	0	4	0.2	2	-4	-1.6
COCCN(C(=S)Nc1ccccc1C)C(C)c1cccs1 (configuration not stated)	-9	98	-3	-5	1	13	0.0	4	-4	-0.3
Cc1ccc(NC(=O)CCNS(=O)(=O)c2ccccc2F)cc1S(=O)(=O)N1CCOCC1	-3	103	25	-2	1	1	-0.2	-6	12	-1.1

Remaining list, next part.
SMILES	NOD2 RIPK2 PPI	ABCB6 inh 2	Exocytosis inh	TLR9-MyD88 block	Glyco luc inh	MC4R antag cAMP	aDG glyco act	Vif imaging	ABHD5 PLIN5 PPI	MC4R ag barr
COc1cc(C(=O)N2CCC(NC(=O)C(Cc3ccccc3)NC(C)=O)CC2)cc(OC)c1OC (configuration not stated)	-4	94	2	3	2	-9	-0.3	0	20	1.9
COc1cc2[nH]c(=S)n(C3CC3)c(=O)c2cc1OC	-4	101	0	2	4	-13	-0.1	-3	4	0.3
O=C(/C=C/c1cccc(C(F)(F)F)c1)Nc1cccc(C(F)(F)F)c1	-6	102	9	3	-5	16	0.2	-1	-6	1.4
Cc1cccc(C)c1NC(=O)CSCC(=O)O	-1	97	-2	-6	2	4	0.1	-2	-2	-0.9
Cc1ccnc(N/C=C(/NC(=O)c2ccccc2)C(=O)N/N=C\c2ccc(Cl)cc2)n1	-56	97	-3	3	-1	19	-0.3	2	1	-1.7
CC(CC(=O)Nc1nc2ccccc2[nH]1)n1ccnc1 (configuration not stated)	1	102	-4	1	4	17	0.0	14	-3	-1.4
O=C(Nc1ccc(N2CCCCC2)cc1)c1ccc2c(c1)OCCO2	-9	96	-2	-8	-7	-2	0.6	-21	0	-0.8
COc1ccc(-n2c(SCC(=O)NCC3CCCO3)nc3c([nH]c4ccccc43)c2=O)cc1 (configuration not stated)	5	98	-9	6	-1	1	-0.2	12	10	-0.4
CNC(=O)c1c(NC(=O)c2cccc(N3C(=O)CCC3=O)c2)sc2c1CCC2	-9	98	-1	2	5	2	-0.2	-1	0	-1.4
O=C(O)COc1ccccc1/C=N/NC(=O)CNC(=O)c1ccc(F)cc1	3	99	-3	0	1	-2	0.0	-1	-2	1.0
Cc1ccc(NC(=O)N/C=C/c2ccco2)c(C)c1	-6	92	-3	1	-1	-8	0.1	3	11	0.5
C[C@H](NC(=O)OC(C)(C)C)C(=O)NCC1CCC(C(=O)O)CC1 (some centres not stated)	4	99	1	4	2	7	-0.1	1	1	0.3
CCCOc1c(Br)cc(C(=O)NCC)cc1OC	9	90	-14	3	2	-2	0.0	31	-5	-0.6
Cc1nc2ccccc2n1CCc1nc2c3ccccc3nc(SCC(=O)NCc3ccco3)n2n1	5	97	-1	-2	-1	5	0.0	-9	16	0.8
CC1(C)CC(=O)C(C2=NC3(CCCCC3)Cc3ccccc32)=C(O)C1	-2	98	-4	2	3	3	0.1	3	-1	-1.3
CCOC(=O)c1cc(-c2ccccc2)sc1NC(=S)Nc1cccc(C)n1	-1	95	-1	0	1	6	0.4	.	-11	-1.0

A portion of the library; rates above refer to the full screens.
